TGFb SMAD3 inh – qHTS for Inhibitors of TGF-b; HepG2 CAGA-GFP TGF-b/SMAD3 reporter, GFP fluorescence, 18 h; TGF-beta stimulated, 500 pg/mL final; Potency, µM (doses to about 46.1 µM), for inactives: at the top dose activity, negative = inhibition, hits mostly inhibitors; hit rate 1.2% among 410,000; also: potency is read from the fitted curve at half-maximal effect; % is scaled to controls: 0 for no effect and ±100 for the full control effect; nearly all actives have a fitted effect of over 65% in size
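Cell-based qHTS in HEPG2 carrying a CAGA-GFP Smad reporter; compounds added before 500 pg/mL final TGF-beta, 18 h incubation at 37 degrees C, GFP fluorescence quantified per cell by imaging cytometry.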
HepG2 viability – qHTS for Inhibitors of TGF-b: Cytotox Counterscreen | HepG2 CAGA-GFP viability, ATP luminescence, 18 h | Potency, µM (top dose mostly 46.1 µM), inactives show at the highest dose activity change, negative = cytotoxicity, actives largely listed as cytotoxic | hit rate 0.76% among 410,000 | AID 588856, 2011; also: potency is read from the fitted curve at half-maximal effect; some results filed as inactive show a strong effect at the top dose
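CellTiter-Glo luminescence gave cytotoxicity after 18 hours at 37 degrees C. The cells were HepG2 CAGA-GFP in 1% FBS DMEM, stimulated with 500 pg/mL TGF-beta after compound addition. %Activity was normalised to no-cell wells (complete cell-killing) and DMSO (no toxicity), and curves were fitted and classified.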
A549 tox – Nrf2 qHTS screen for inhibitors: counterscreen for cytotoxicity | A549 ARE-Fluc cells, CellTiter-Fluor viability, 18-24 h | Potency, µM (top dose mostly 46 µM), for the others: top-dose activity change, negative = cytotoxicity, most hits filed as inhibitors | hit rate 0.16% among 390,000; also: potency is read from the fitted curve at half-maximal effect; % is scaled to controls: 0 for no effect and ±100 for the full control effect
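Cytotoxicity counterscreen: CellTiter-Fluor fluorescence was measured in A549 ARE_Fluc cells after 18-24 h of compound exposure in a concentration series. The subsequent BugLite luminescent read reports ARE-luciferase activity.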
ATXN viability – Viability Counterscreen for Primary qHTS for Inhibitors of ATXN expression; Potency, µM (titrated, usually from 56.7 µM), actives largely listed as cytotoxic; hit rate 0.49% among 400,000; AID 651635, 2014; S2 cells (HEK-293 line with an ATXN2-luciferase reporter) viability, CellTiter-Fluor protease fluorescence, 24 h; also: potency is read from the fitted curve at half-maximal effect; nearly all actives have a fitted effect of over 40% in size
Mm-Cpn inhibitor – Inhibitors of TCP-1 ring complex (TRiC) of Methanococcus maripaludis (MmCpn): qHTS; Chaperonin Mm-Cpn (Methanococcus maripaludis); purified Mm-Cpn ATPase, ADP Transcreener TR-FRET; Potency, µM (highest dose often 76.9 µM), inactives show at the highest dose activity, negative = inhibition, usual class: inhibitors; hit rate 0.031% among 330,000; AID 504842, 2011; also: potency is read from the fitted curve at half-maximal effect; % is scaled to controls: 0 for no effect and ±100 for the full control effect; nearly all actives have a fitted effect of over 80% in size
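Eu-cryptate anti-ADP/ADP-d2 competition gives a ratio inversely related to ADP. Enzyme at 25 nM was pre-exposed to compound for 10 min, then given 10 uM ATP for 30 min, 37°C throughout.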
Nrf2 block – Nrf2 qHTS screen for inhibitors. A549 ARE-Fluc reporter, luciferase luminescence, 18-24 h. Potency, µM (doses to about 46 µM), for inactives: top-dose activity change, negative = inhibition, usual class: inhibitors. hit rate 2.1% among 360,000. AID 504444, 2011; also: potency is read from the fitted curve at half-maximal effect; % is scaled to controls: 0 for no effect and ±100 for the full control effect; nearly all actives have a fitted effect of over 60% in size
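Two sequential reads on A549 ARE_Fluc cells exposed to compound for 18-24 h: a CellTiter-Fluor fluorescence read for viability, then a luciferase luminescence read for Nrf2/ARE activity.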
Nrf2 ARE act – qHTS of Nrf2 Activators; AREc32 ARE-luciferase reporter (MCF7-derived line), luminescence, 24 h; Potency, µM (top dose mostly 46.1 µM), inactives show at the highest dose activation, hits mostly activators; hit rate 0.31% among 410,000; AID 624171, 2012; also: potency is read from the fitted curve at half-maximal effect; % of control where 0% means no effect; nearly all actives have a fitted effect of over 65% in size
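Quantitative high-throughput format: AREc32 reporter cells, 1000 per well, received compound by pin transfer and were incubated 24 hr at 37 deg C, 5% CO2, before Steady-Glo luminescence detection.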
pAkt inh – HTS Assay for Inhibitors of Akt Phophorylation: Primary Screen; Neuro2A IGF-stimulated pAkt S473 HTRF, 20 min; stronger effect = lower value; hit rate 0.32% among 360,000; activity change, % for hits at 50 µM; in the data active = activity change below about -80%; inconclusive = mostly about -51% to -80%; also: % is scaled to controls: 0 for no effect and ±100 for the full control effect
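Neuro2A cells (4,500/well, DMEM with 0.5% FBS) were treated with compound at a single 50 µM final concentration, stimulated with 6 nM IGF for 20 min at 37 °C, and lysed. Phospho-Akt Ser473 was read by HTRF as 665/615 ratio ×10^4.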
CCT chaperon mod – High-Throughput Screening for Modulators of Cytosolic Chaperonin Activity | purified chaperonin ATPase assay, HTRF ADP detection, 30 min | activity change, % (no concentration beside the values), hits read low | hit rate 0.3% among 360,000 | AID 651819, 2012; in the data active = activity change below about -30%; also: % is scaled to controls: 0 for no effect and ±100 for the full control effect
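First, chaperonin was dispensed at 40 nM or 20 nM final depending on batch activity. Next, compounds were pinned at 76 uM and ATP added at 10 uM. After 30 min at 37 °C, ADP detection reagents ran 30 min at ambient temperature.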
* = called active by the depositor; i = inactive; ? = inconclusive; . = no result given; & = joins results of further samples; [ ] = another dose, or the depositor's remark. Unless noted, calls follow the shape of the dose curve; as a rule, active = well fitted curve in the direction sought with a large enough effect; inconclusive = small, poorly fitted or top-dose-only effect, or another doubt; inactive = no such curve, though single readings can be large; an effect the other way counts as inactive or inconclusive. Not a hit list; any-hit rate near 4.4%.

SMILES	TGFb SMAD3 inh	HepG2 viability	A549 tox	ATXN viability	Mm-Cpn inhibitor	Nrf2 block	Nrf2 ARE act	pAkt inh	CCT chaperon mod
NC1=NC[C@H](Cc2ccc(O)cc2)N1CCc1cc(C(F)(F)F)cc(C(F)(F)F)c1	1.12µM*	-3.9%	2.1%	i	-1.0%	17.3%	4.6%	i	-0.2
C[C@H](O)[C@@H]1CN2CCc3c([nH]c4ccccc34)[C@@H]2C[C@@H]1N(C)C(=O)c1ccco1	?	-15.3%	.	i	.	.	4.8%	i	-0.1
CCOC(=O)c1ccc(NC(=O)CSc2nnc(-c3cccs3)n2C)cc1	-0.1%	-14.1%	0.4%	i	0.6%	-20.8%	-0.1%	i	-0.1
O=C(Nc1ccccc1O)c1cc(S(=O)(=O)N2CCOCC2)c(Cl)cc1Cl	?	-41.3%	-28.8%	i	0.9%	?	5.0%	i	-1.7
COCCNC(=O)C(=O)N/N=C/c1ccccc1C(F)(F)F	4.2%	0.3%	-7.8%	i	0.3%	17.1%	-0.6%	i	-0.2
Cc1cccc(N2CCN(CCCNC(=O)Cn3ncc4c([nH]c5ccccc54)c3=O)CC2C)c1 (stereo unspecified)	0.5%	-33.2%	14.5%	i	.	18.3%	-0.3%	.	.
CCOc1ccc(/C=N/NC(=O)Cc2cccs2)cc1	-11.7%	-10.5%	1.5%	.	-1.6%	?	2.8%	i	0.3
CCC(Sc1nc2ncccc2[nH]1)C(=O)NC1CCC(C)CC1 (stereo unspecified)	-22.0%	-22.6%	-3.9%	i	-1.0%	?	-0.8%	i	-1.5
CCCCCCc1cc2cc(S(=O)(=O)c3ccc(C)cc3)c(=O)oc2cc1O	?	-42.3%	-8.2%	.	1.5%	-2.0%	-1.2%	i	-1.0
CCc1ccc(OCC(=O)NCCN(C)C)c(Br)c1	7.7%	-23.4%	1.9%	i	1.5%	19.2%	-0.2%	i	-1.8
O=[N+]([O-])c1ccc2[nH]c(O)c(N=NC(=S)Nc3cccnc3)c2c1	-18.5%	-4.2%	-9.5%	i	-1.8%	0.0%	2.7%	i	-2.0
CCOCCCN1CN(Cc2ccccc2)CNC1=S	-22.7%	1.2%	-0.2%	i	-0.1%	7.5%	-0.5%	i	0.8
O=C(Cc1cn2ccsc2n1)NCCc1ccc(F)cc1	8.3%	-4.7%	-12.0%	i	-3.3%	-2.6%	1.9%	i	-11.5
Cc1ccc2nc(-c3cccc(N)c3)oc2c1	-10.1%	-38.5%	2.3%	i	-3.8%	?	-0.4%	i	-4.6
CC(C)=NNC(=O)C1=NNC(=O)C1	-24.1%	-36.7%	?	i	0.4%	16.5%	-0.5%	i	0.6
COc1ccc(C(=O)c2c3ccccc3[n+]([O-])n2CCCN)cc1	0.0%&0.3%	-24.7%&-8.9%	-14.5%&-15.6%	?	0.8%	2.3%&7.7%	5.1%&8.2%	i	-3.8&-1.0
CC(=O)c1ccc(OCCCC(=O)OCC(=O)Nc2c(C)nn(-c3ccccc3)c2C)cc1	-4.3%	-2.8%	4.2%	i	-0.5%	-14.3%	-0.1%	i	-1.5
Cc1ccccc1OCC(=O)O/N=C(\N)c1ccncc1	-0.9%	-7.3%	4.0%	i	2.0%	?	0.5%	i	0.0
O=C(Nc1ccc2nc3n(c(=O)c2c1)CCCCC3)c1ccccn1	-40.4%	-70.3%	2.0%	?	-0.7%	?	-1.6%	i	-2.2
O=C(COCc1cc(-c2ccc(F)cc2)on1)Nc1cc(F)ccc1F	-12.4%	2.3%	15.4%	i	.	.	0.2%	.	.
CCOC(=O)Nc1ccc2c(COC(=O)C(NS(=O)(=O)c3ccc(Cl)cc3)C(C)O)cc(=O)oc2c1 (stereo unspecified)	1.6%	-12.6%	-0.4%	i	-1.5%	-17.0%	1.9%	i	-2.3
COc1ccc(NC(=O)NCCC2=CCCCC2)cc1	9.1%	4.2%	2.1%	?	-1.9%	12.5%	0.2%	i	0.3
CC1Sc2ccc(S(=O)(=O)CCC(=O)N(C)Cc3ccccc3)cc2NC1=O (stereo unspecified)	-20.2%	-7.3%	-0.3%	i	-0.7%	-25.8%	-0.1%	i	-1.1
CCCCc1ccc(NC(=O)Nc2cnccn2)cc1	-16.2%	0.1%	-0.5%	i	-0.5%	16.1%	0.0%	i	0.2
Cc1ccc2c(Cl)cc(Cl)c(OCC(=O)OCC(=O)Nc3ccc(C#N)cc3)c2n1	4.6%	2.5%	-2.8%	.	0.3%	3.9%	-0.6%	i	-3.4

Random excerpt: 2 records from the list, in no set order.
SMILES	TGFb SMAD3 inh	HepG2 viability	A549 tox	ATXN viability	Mm-Cpn inhibitor	Nrf2 block	Nrf2 ARE act	pAkt inh	CCT chaperon mod
COCCNC(=O)C(=O)N/N=C/c1ccccc1C(F)(F)F	4.2%	0.3%	-7.8%	i	0.3%	17.1%	-0.6%	i	-0.2
Cc1cccc(N2CCN(CCCNC(=O)Cn3ncc4c([nH]c5ccccc54)c3=O)CC2C)c1 (stereo unspecified)	0.5%	-33.2%	14.5%	i	.	18.3%	-0.3%	.	.

(listing goes on)
SMILES	TGFb SMAD3 inh	HepG2 viability	A549 tox	ATXN viability	Mm-Cpn inhibitor	Nrf2 block	Nrf2 ARE act	pAkt inh	CCT chaperon mod
O=[N+]([O-])c1ccc(N2CCN(CCOc3nonc3-c3ccccc3)CC2)c(Cl)c1	2.7%	-21.2%	-3.3%	i	0.8%	3.1%	0.0%	i	4.5
COc1ccc(C(=O)N/C(=C\c2ccc3c(c2)OCO3)C(=O)NCCc2nc3ccccc3[nH]2)cc1	?	-7.6%	6.7%	?	1.4%	16.6%	0.1%[9.22 µM]	i	0.6
Cc1cccc(C(=O)N2CCC[C@H]2C(=O)N2CCC[C@H]2C(=O)NCc2ccncc2)c1	.	.	.	i	.	.	-1.0%	i	-0.2
Cn1ncc(N=Cc2c(O)ccc3ccccc23)c1C(=O)N1CCOCC1	-1.6%	-11.7%	-6.5%	i	.	8.8%	4.2%	i	0.3
COc1cccc(-c2cccc3c2NC(=O)C3(C)Cc2ccccc2F)c1 (stereo unspecified)	0.7%	-5.8%	.	i	.	.	0.4%	i	-2.2
Cc1ccc(-n2nc(C)c3c(C)c(CCC(=O)NCc4ccccc4Cl)c(C)nc32)cc1	.	1.4%	2.2%	.	.	2.3%	1.3%	.	.
Cc1c(C(=O)N2CCOCC2)[nH]c2c1C(=O)CC(c1ccc(Cl)cc1)C2 (stereo unspecified)	4.2%	3.1%	4.6%	i	1.7%	.	3.1%	i	-3.2
O=C(NNC(=O)C12CC3CC(CC(C3)C1)C2)c1ccco1	-1.4%	6.6%	-6.2%	i	1.5%	-7.9%	3.4%	i	1.0
O=C(O)c1cc(-c2cccnc2)nc2ccc(Br)cc12	1.6%	8.7%	0.5%	i	-18.8%	12.5%	0.3%	i	3.3
CC(C)c1ccc(CNC(=O)C2(C)CCCN2C)cc1 (stereo unspecified)	-7.8%	-12.8%	.	i	.	.	0.4%	i	-2.2
Cc1ccc(C(=O)Nc2nc3c(s2)CCCC3)o1	?	-58.7%	-9.5%	i	0.0%	?	4.8%	i	-0.1
Nc1nonc1-n1nnc(C(=O)N/N=C/c2ccc(OCc3ccccc3)cc2)c1CNc1ccccc1	-19.4%	-29.4%	-9.2%	i	-1.7%	?	1.8%	i	0.6
COc1cc(OC)cc(C(=O)NNC(=O)C(=O)Nc2cc(OC)c(Cl)cc2OC)c1	-2.1%	7.0%	0.7%	?	0.2%	-11.7%	-0.5%	i	0.9
CCC(=N\NC(=O)COc1ccccc1OC)/C(CC)=N/NC(=O)COc1ccccc1OC	4.5%	-11.8%	?	i	0.9%	-10.0%	0.2%	i	-0.5
C=CCOc1ccc(CN(C)CC(=O)N(CC(C)C)c2c(N)n(CC(C)C)c(=O)[nH]c2=O)cc1	1.0%	-21.3%	-4.6%	i	-0.6%	3.3%	0.6%	i	-0.4
Cc1ccc(C)c2[nH]c(=O)c(CN(Cc3nnnn3C3CCCCC3)CC3CCCO3)cc12 (stereo unspecified)	?	-58.6%	-7.1%[1.84 µM]	?	2.1%	?	7.7%	i	-3.4
CCOC(=O)C1(C)CCCN(C(=O)c2cc(F)ccc2C)C1 (stereo unspecified)	-2.1%	9.7%	.	i	.	.	0.1%	i	1.9
COc1cccc(-c2cc(C(F)(F)F)nc(NCc3ccco3)n2)c1	?	-4.3%	?	i	-0.2%	?	19.3%	i	0.4
CCc1cc2c(SCC(=O)Nc3ccc(NC(C)=O)cc3)ncnc2s1	2.7%	-25.0%	-2.5%	i	-7.4%	-24.6%	0.0%	i	4.3
CC1(C)Cc2nc3scc(NC(=O)c4ccccc4)c3cc2CO1	7.0%	0.9%	-3.4%	i	1.3%	-16.0%	3.0%	i	0.0
Cc1nnc(SCC(=O)N(C)CC(=O)Nc2ccccc2Cl)s1	-2.4%	-18.5%	0.7%	i	1.8%	-5.3%	0.1%	i	-8.0
COc1ccc(/C=N/NC(=O)C2C3CCCCC32)cc1OC (stereo unspecified)	15.9%	-0.2%	-1.6%	i	3.2%	-4.8%	0.3%	i	-2.0
O=C(C[n+]1cc(-c2ccc(Cl)cc2)n2c1CCC2)Nc1nc(-c2ccc(F)cc2)cs1	?	-25.4%	0.0%	i	-0.1%	2.6%	0.2%	i	-0.9
Cc1ccc(NC(=O)C2CC(=O)N(C(C)C)C2)cc1Cl (stereo unspecified)	0.7%	-8.5%	0.8%	i	-0.3%	1.7%	0.3%	i	-0.4

From PubChem BioAssay
